High-throughput results deposited in PubChem BioAssay by The Scripps Research Institute Molecular Screening Center.
TbREL1 primary: TbREL1 RNA ligase inhibitors, primary screen, biochemical, FRET fluorescence. TbREL1 RNA ligation. inhibition, % at 9.66 µM. 89,000 compounds, 0.49% hits. AID 1117264, 2014;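 active means inhibition above the mean inhibition across all screened compounds plus 3 SD, cut at about 11% in these data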;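 further: 0% = plate median of test wells and 100% = NSC42067 control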
Target sequence (P86926 whole entry, looked up): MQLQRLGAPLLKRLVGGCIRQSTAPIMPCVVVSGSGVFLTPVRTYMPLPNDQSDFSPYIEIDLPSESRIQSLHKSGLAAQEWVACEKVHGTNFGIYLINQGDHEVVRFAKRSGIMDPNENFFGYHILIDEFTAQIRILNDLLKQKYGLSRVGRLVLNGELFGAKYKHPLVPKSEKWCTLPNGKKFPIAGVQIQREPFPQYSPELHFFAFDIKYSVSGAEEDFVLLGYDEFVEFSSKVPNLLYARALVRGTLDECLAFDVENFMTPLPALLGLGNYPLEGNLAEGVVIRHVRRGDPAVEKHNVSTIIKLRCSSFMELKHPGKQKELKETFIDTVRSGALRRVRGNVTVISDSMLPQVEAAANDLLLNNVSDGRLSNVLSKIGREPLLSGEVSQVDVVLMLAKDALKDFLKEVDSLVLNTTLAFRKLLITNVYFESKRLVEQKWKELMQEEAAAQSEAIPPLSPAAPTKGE
An asterisk follows results filed as active.

SMILES | TbREL1 primary
Cc1ccc(-c2nn3c(C)nnc3s2)cc1NC(=O)COc1ccc(Cl)cc1 | 1.6
O=C(O)c1cc(S(=O)(=O)N2CCCCC2)ccc1N1CCCCC1 | 7.3
O=C(N/N=C/c1cn(-c2ccccc2)nc1-c1cc2ccccc2o1)c1ccncc1 | -1.5
CCCCN(C(=O)c1ccc(-c2ccc([N+](=O)[O-])cc2)o1)c1c(N)n(CC(C)C)c(=O)[nH]c1=O | -4.1
CCCN(CCC)C(=O)c1c(C)[nH]c(C(=O)OCC)c1C | 2.8
COC(=O)c1sc2ccccc2c1NC(=O)c1ccc(S(=O)(=O)N2CCCCC2)cc1 | 4.0
CCOC(=O)C1=C(COC(=O)c2cccnc2Cl)NC(=O)NC1C (stereo not drawn) | -2.1
CCCC(=O)N1CCC1(C)C(=O)Nc1ccc(OC(F)F)cc1 (stereo not drawn) | -1.8
CCCOc1ccc(/C=N/NC(=O)c2ccc(Cn3cc([N+](=O)[O-])cn3)o2)cc1 | 2.5
COc1cc(/C=C/c2ccc3cccc(O)c3n2)ccc1O | -0.1
CC(=O)Nc1ccc(-c2cc(-c3ccc(NC(C)=O)cc3)nc(-c3ccc(NC(C)=O)cc3)n2)cc1 | -0.3
N/C(=N\OC(=O)Cc1cccs1)c1cccc([N+](=O)[O-])c1 | 0.0
CC(C)C(C(=O)NC1CCCC1)N1CCC(O)(c2ccc(Cl)cc2)CC1 (stereo not drawn) | 2.1
O=C(COc1ccccc1Cl)NNC(=O)c1ccc(-n2cncn2)c([N+](=O)[O-])c1 | -1.2
Cn1cnc([N+](=O)[O-])c1C(=O)Nc1cccc([N+](=O)[O-])c1 | -2.5
CCOC(=O)N1CCN(c2c(-c3ccc(C(C)C)cc3)c(=O)c2=O)CC1 | 5.3
O=C1C2CCCN2C(c2cccc(Br)c2)N1c1ccc(F)cc1 (stereo not drawn) | 5.7
Cc1ccc(/C=N/Nc2nc3ccccc3[nH]2)s1 | -1.9
CC(C)CCNC(=O)c1nn(Cc2ccccc2)c(=O)c2ccccc12 | -5.1
CCC(=O)c1ccc(OC(=O)c2ccc(Br)o2)cc1 | -1.7
CCOC(=O)c1c(N)sc2c1CCSC2 | -3.3
CC(=O)Nn1cnc2c(c1=O)C1(CCCC1)Cc1ccccc1-2 | -4.6
O=C(c1cc(S(=O)(=O)N2CCOCC2)ccc1Cl)N1CCc2ccccc2C1 | -0.1
CC(=O)Nc1ccc(S(=O)(=O)Nc2ccc(S(=O)(=O)Nc3nc(C)cc(C)n3)cc2)cc1 | 1.6
COc1cccc(NC(=O)CCNS(=O)(=O)c2ccc3c(c2)oc(=O)n3C)c1 | 3.3

Part of the list above, with each value named.
CC(C)C(C(=O)NC1CCCC1)N1CCC(O)(c2ccc(Cl)cc2)CC1 (stereo not drawn)
  TbREL1 primary: 2.1

O=C(COc1ccccc1Cl)NNC(=O)c1ccc(-n2cncn2)c([N+](=O)[O-])c1
  TbREL1 primary: -1.2

Continued:
SMILES | TbREL1 primary
Cc1noc(C)c1CSCC(=O)Nc1nc2ccccc2s1 | -0.4
N#Cc1ccccc1OCC(=O)N(Cc1nnc(-c2ccccc2Cl)o1)C1CC1 | 4.0
CC(C)=C1C2CCC1C1C(=O)N(NC(=O)COc3ccc(C(C)(C)C)cc3)C(=O)C21 (stereo not drawn) | -0.8
COc1ccccc1/C=N/NC(=O)CC(=O)NCc1ccccc1 | -1.7
CC(=O)Nc1ccc(NC(=O)CSc2nnc(-c3n[nH]c4c3CCC4)n2N)cc1 | 1.4
Cc1cc(C)c(C#N)c(SCC(=O)CC(=O)OC(C)C)n1 | -0.2
COCc1nnc(NC(=O)C2CC(=O)N(CCc3ccc(F)cc3)C2)s1 (stereo not drawn) | -0.5
Cc1nc2sc3c(c2c(=O)n1/N=C/c1ccco1)CCCC3 | -1.6
CCN1CCN(c2oc(COc3ccc(Cl)cc3)nc2C#N)CC1 | -1.6
COc1ccc2c(c1)CCCN2C(=O)C1CCCN(S(=O)(=O)c2ccccc2)C1 (stereo not drawn) | -5.0
COc1ccc(NS(=O)(=O)c2ccc3c(c2)CCC(=O)N3)cc1O | -3.8
CC(=O)c1cc(-c2ccccc2)[nH]c1N1CCCC1 | -1.2
CCC(=O)N1CCc2cc(Br)cc(S(=O)(=O)CCC(=O)N(CC)CC)c21 | 9.2
O=C(O)/C(=C\c1ccc(C(F)(F)F)cc1)c1ccc(S(=O)(=O)N2CCCC2)s1 | -2.4
CC(C)CCN1CC(C(=O)N2CCN(c3ccc(F)cc3)CC2)CC1=O (stereo not drawn) | -2.2
CCCSc1nc(O)c(C2OC(=O)c3c2ccc(OC)c3OC)c(=O)n1C (stereo not drawn) | -0.8
COc1ccc(C(CNC(=O)c2cc3ccccc3cc2OC)N2CCCC2)cc1 (stereo not drawn) | -1.3
O=C(COC(=O)C1CC2CCCC(C1)C2=O)NC(=O)c1ccccc1 (stereo not drawn) | 1.3
O=C(CSc1nc2ccccc2nc1N1CCOCC1)N1CCN(S(=O)(=O)c2cccc([N+](=O)[O-])c2)CC1 | -0.2
Cc1cc(NS(=O)(=O)c2ccc(NC(=O)C(C)Oc3cc(C)c(Cl)c(C)c3)cc2)no1 (stereo not drawn) | -0.1
CCCCN(C)C(=O)c1ccc2c(c1)S(=O)(=O)c1ccccc1C2=O | 6.6
Cc1ccc(-n2nnnc2SCC(=O)N2Cc3ccccc3CC2C(=O)O)cc1 (stereo not drawn) | 6.1
CCOc1ccc(CCNC(=O)c2cccc(N3CCCC3=O)c2)cc1OCC | 0.1
Cc1ccc(S(=O)(=O)NN2C(=O)/C(=C\c3ccc(Cl)cc3)SC2=S)cc1 | 2.8
O=C(Nc1ccc(S(=O)(=O)Nc2nccs2)cc1)c1ccc(F)cc1 | -0.3
The list continues:
SMILES | TbREL1 primary
Cc1ccc(-c2csc(SCC(=O)Nc3cc(C)on3)n2)cc1 | 1.7
CSc1nsc(NC(=O)CCNC(=O)c2ccc([N+](=O)[O-])cc2)n1 | -3.6
O=S(=O)(Nc1nc2ccccc2nc1Cl)c1ccc(F)cc1 | 0.9
COc1ccc(NC(=O)C2CCN(c3nnnn3-c3ccccc3)CC2)cc1 | 0.2
COc1cccc(CC(=O)OCC(=O)N(C)CC(=O)Nc2ccc(Cl)c(C(F)(F)F)c2)c1 | -1.3
O=S1(=O)CC(N2CCCC2)CN1C1CCCCC1 (stereo not drawn) | -3.0
Cc1ccc(-c2ncns2)cc1 | 1.6
CCOC(=O)Cc1ccc(NC(=O)c2ccc([N+](=O)[O-])cc2)cc1 | 0.0
Cc1ccc(-c2noc(CCCC(=O)NCC3CCCO3)n2)cc1 (stereo not drawn) | 4.5
O=C(CN1CCC(Cc2ccccc2)CC1)N1CCc2ccccc2C1 | 10.1
Cc1ccc(OCC(=O)NCc2ccccn2)cc1 | 0.6
COc1cccc(OC)c1OCCCc1c(C)n[nH]c1C | 0.5
CCC(C(=O)N(C(C)C)C(C)C)c1ccccc1 (stereo not drawn) | 1.0
CCCCCNC(=O)c1cc(S(=O)(=O)N2CCCC2)ccc1F | 5.7
COc1ccc(C2=NOC(C3(S(=O)(=O)c4ccccc4)CC(O)C3)C2)cc1 (stereo not drawn) | -1.4
COC(=O)c1c(C)[nH]c(C(=O)COC(=O)CCc2ccc(OC)c(OC)c2)c1C | -3.2
COc1ccc(NC(=O)Cn2c(=O)sc3ccccc32)c(OC)c1 | -1.9
CC(C)CNC(=O)COC(=O)c1c2c(nc3ccccc13)/C(=C\c1cccs1)CC2 | -4.4
CNc1ccc(Br)cc(C(=O)/C=C/c2ccc3c(c2)OCO3)c1=O | 8.4
COC(=O)c1ccccc1NC1OC(=O)c2ccccc21 (stereo not drawn) | 1.2
O=C(Nc1ccccc1Cl)O/N=C/c1ccc(F)cc1 | 0.8
CN(CC(=O)Nc1ccccc1Cl)C(=O)c1ccc(Cl)c(S(=O)(=O)N2CCCCCC2)c1 | -0.5
C#CCCc1ccccc1/C=[N+](/C)[O-] | -1.1
CCn1cc(C2C(C(=O)Nc3ccc(Br)cn3)=C(C)NC3=C2C(=O)CCC3)c(C)n1 (stereo not drawn) | -3.1
COc1ccc(/C=N\NC(=O)Cc2cccn2C)cc1OCc1ccccc1 | 5.4
The list continues:
SMILES | TbREL1 primary
CC(SC1=NCCN1S(=O)(=O)c1ccc(F)cc1)c1ccccc1 (stereo not drawn) | 0.2
Cc1csc(SC(C)C(=O)NC2CCCCC2C)n1 (stereo not drawn) | -0.3
Fc1ccc(C2CC(c3ccco3)n3ncnc3N2)cc1 (stereo not drawn) | 1.2
Cc1nonc1OCCNCCNc1ccc([N+](=O)[O-])cc1Cl | 2.4
CC(C)(C)OC(=O)C[C@@H]1C/C=C\C[C@H](CC(=O)N(CCO)Cc2ccccc2)C(=O)NC[C@@H](c2ccccc2)OC1=O | -0.5
CCCCC(CCC(=O)Nc1cccc([N+](=O)[O-])c1)C(=O)O (stereo not drawn) | 5.2
CCc1cccc(OCC(=O)N(C)CC(=O)Nc2cccc(F)c2)c1 | 6.8
CC(=O)N1CCN(c2ccccc2NC(=O)COc2ccc(Br)cc2)CC1 | -2.8
CCC(C)[C@H](NC(=O)NCCC1=CCCCC1)C(=O)O (stereo partly drawn) | -0.2
Cc1cc(N)n2nc(C)c(-c3ccc(Cl)cc3)c2n1 | -4.6
CC(=O)c1cnc(N(C)C)s1 | -0.4
O=C(Nc1cccc(S(=O)(=O)Nc2ccc(Cl)cc2)c1)c1ccc[n+]([O-])c1 | -0.5
O=C(CSc1n[nH]c(-c2ccncc2)n1)c1cccc([N+](=O)[O-])c1 | -1.4
Cn1nccc1C(=O)NC1CCCc2c1cnn2-c1ccc(C(C)(C)C)cc1 (stereo not drawn) | -0.9
Oc1ccc(CNc2ccc(C(F)(F)F)cc2F)c2cccnc12 | 12.6*
CCc1c(C)nc(SCCOc2ccc(OC)cc2)[nH]c1=O | -1.7
CCc1nnc(NC(=O)CSc2nc3c(cc2C#N)CCCC3)s1 | 0.3
NS(=O)(=O)c1ccc(NCCCn2ccnc2)c([N+](=O)[O-])c1 | 3.0
COc1ccc(Cn2c(C)c(C)c(C#N)c2NC(=O)Nc2ccccc2)cc1 | -3.4
Cc1c(C(=O)NCc2ccc3c(c2)OCO3)sc(=O)n1Cc1cccc(F)c1 | -1.9
CCOC(=O)c1c(C)[nH]c(C(=O)OCC(=O)NC2CCS(=O)(=O)C2)c1C (stereo not drawn) | -2.3
O=C(Nc1cccc(Cl)c1)C1C2C=CC3(O2)C1C(=O)N(CCCN1CCCCC1)C3C(=O)NC1CCCCC1 (stereo not drawn) | -1.9
COC(=O)c1sc2ccccc2c1-n1cccc1C(=O)C(=O)Nc1ccc(OC)cc1 | 2.8
CC1CC(C)(C)NC(=S)N1CCCC(=O)N1CCN(c2ccccc2F)CC1 (stereo not drawn) | -6.0
Cc1ccc(S(=O)(=O)N2CCCCC2)cc1C(=O)N1CCCCCC1 | -2.0

The final 6 records of the section before open the next one:
SMILES | TbREL1 primary
Cc1c(C(=O)NCc2ccc3c(c2)OCO3)sc(=O)n1Cc1cccc(F)c1 | -1.9
CCOC(=O)c1c(C)[nH]c(C(=O)OCC(=O)NC2CCS(=O)(=O)C2)c1C (stereo not drawn) | -2.3
O=C(Nc1cccc(Cl)c1)C1C2C=CC3(O2)C1C(=O)N(CCCN1CCCCC1)C3C(=O)NC1CCCCC1 (stereo not drawn) | -1.9
COC(=O)c1sc2ccccc2c1-n1cccc1C(=O)C(=O)Nc1ccc(OC)cc1 | 2.8
CC1CC(C)(C)NC(=S)N1CCCC(=O)N1CCN(c2ccccc2F)CC1 (stereo not drawn) | -6.0
Cc1ccc(S(=O)(=O)N2CCCCC2)cc1C(=O)N1CCCCCC1 | -2.0
CN1CCN(CC(=O)Nc2ccccc2Sc2ccccc2)CC1 | 2.9
Cc1ccc(C(=O)NCC(=O)OCC(=O)c2ccc3c(c2)NC(=O)CO3)cc1C | -2.2
CCNC(=S)N1CCN(c2ccc([N+](=O)[O-])cc2)CC1 | 1.7
COc1ccc(OC)c(S(=O)(=O)n2nc(-c3ccccc3)cc2N)c1 | 0.6
COc1ccc(NC(=O)c2cccc(S(=O)(=O)NCc3ccccc3)c2)cc1S(N)(=O)=O | 0.0
COc1ccccc1NC(=O)NC1CCS(=O)(=O)C1 (stereo not drawn) | 3.2
O=C(C1=C[C@@H](C2CCCCC2)C[C@@H](OCCCCO)O1)N1CCN(Cc2ccccc2)CC1 | 1.2
O=C(NC1CC1)c1cccc(S(=O)(=O)N2CCOCC2)c1 | 0.5
COc1cc(OC)c(/C=N/NC(=O)COc2cccc3cccnc23)c(OC)c1 | -0.9
COCCNC(=O)c1cn(C)c2ccc(S(=O)(=O)N(C)C3CCCCC3)cc2c1=O | 1.2
COCC(=O)N[C@H]1C[C@@H]2O[C@@H](CO)CC[C@@H]2O[C@@H]1CCc1ccc(-c2ccccc2)cc1 | 0.1
CCOC(=O)C1=NN(c2ccccc2C)C2=NC(C)=C(C(=O)OC)C(c3cccc(OC)c3)N12 (stereo not drawn) | -5.6
CCCOC(=O)c1ccc(Oc2coc3c(CN(CC)CC)c(O)ccc3c2=O)cc1 | -0.8
COC(=O)CN(c1ccc(C(C)C)cc1)S(=O)(=O)c1c(C)[nH]c(=O)[nH]c1=O | 0.2
CC(=O)Nc1cccc(NC(=O)C(=O)NCC(c2ccco2)N2CCc3ccccc32)c1 (stereo not drawn) | -0.6
COc1ccc(CN2CCCN(C)CC2)c(OC)c1C | 10.7
CC1(C)C2CCC1(CS(=O)(=O)NCc1ccc(C(=O)O)cc1)C(=O)C2 (stereo not drawn) | 0.1
CCCn1c(SCC(=O)Nc2nnc(C(C)C)s2)nc2c1c(=O)n(C)c(=O)n2C | 1.5
CC(C)Cn1c(SCC(=O)NC2CC2)nc2ccc(Cl)cc2c1=O | -1.0
CCN(CC)C(=O)C1CCCN(Cc2ccccc2C(F)(F)F)C1 (stereo not drawn) | -0.3
Cc1ccc(-c2cc(C(=O)N/N=C\c3cnn(C)c3C)c3ccccc3n2)cc1C | -0.4
O=S(=O)(c1cccc2cccnc12)N1CCN(c2ccc(F)cc2)CC1 | 1.6
CCN(CC)S(=O)(=O)c1ccc(C(=O)NCC(c2cccs2)N2CCOCC2)cc1 (stereo not drawn) | 0.3
COC(=O)c1cccc(C23CC4(C2)[C@H](CN(Cc2ccc(C(F)(F)F)cc2)[C@@H]4c2ccccc2)C3c2ccc(C(F)(F)F)cc2)c1 (stereo partly drawn) | -0.8

Not all compounds are listed (hit frequency here may not be typical).
